Polio RdRp inh: inhibitors of poliovirus RNA polymerase binding and polymerization | % elongation, % (compound at 16.7 µg/mL) | 150,000 tested, 0.66% active | poliovirus polymerase elongation, fluorescence polarization; hits give low values | P03300; in the data active = % elongation below about 90%; note: some results filed as inactive read as strong as hits
Target sequence (P03300 1749-2209 limits assumed): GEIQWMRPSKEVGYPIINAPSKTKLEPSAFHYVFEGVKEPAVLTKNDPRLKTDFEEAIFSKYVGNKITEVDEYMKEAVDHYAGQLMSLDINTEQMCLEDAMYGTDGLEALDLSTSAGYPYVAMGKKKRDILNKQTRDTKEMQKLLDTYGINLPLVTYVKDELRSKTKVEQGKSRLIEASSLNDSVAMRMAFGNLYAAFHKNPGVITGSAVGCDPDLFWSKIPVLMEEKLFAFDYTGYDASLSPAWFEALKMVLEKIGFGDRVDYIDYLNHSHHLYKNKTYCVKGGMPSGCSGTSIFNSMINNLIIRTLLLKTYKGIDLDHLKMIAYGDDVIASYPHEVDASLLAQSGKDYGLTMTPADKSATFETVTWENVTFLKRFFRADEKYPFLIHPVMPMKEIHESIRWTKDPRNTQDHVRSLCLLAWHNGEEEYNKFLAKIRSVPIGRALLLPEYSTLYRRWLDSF
Polio RdRp inh FP z-score: recorded beside Polio RdRp inh, whose call it bears; z-score; measured here: FP z-score; hits read low
An asterisk follows results filed as active; & = joins results of further samples.

SMILES	Polio RdRp inh	Polio RdRp inh FP z-score
CN(C(=O)CCn1c(=O)oc2ccccc21)c1ccccc1	102.0	0
COc1ccc(CNC(=O)c2ccc(OC)cc2OC)cc1	102.0	-0.3
N#CCc1ccc(NC2(C#N)CCCCC2)cc1	105.0	0.2
CCN(CC)c1ccc(NC(=O)c2sc3nc4c(cc3c2N)CN(C)CC4)cc1	100.0	-0.7
CC1(C)OC(CO)C(CO)O1 (stereo unspecified)	100.0	0.2
O=C(Nc1ccccc1)N(Cc1cccs1)c1ccc(F)cc1	104.0	-0.2
Cc1c(C#N)c(NC(=O)CN2CCCCC2C)n(Cc2ccco2)c1C (stereo unspecified)	103.0	0.1
O=C(NCCc1ccc(F)cc1)C(=O)NCC(c1ccc2c(c1)OCO2)N1CCOCC1 (stereo unspecified)	104.0	-0.7
Cc1cccc(-n2c(SCC(N)=O)nc3ccccc3c2=O)c1	102.0	0
COC(=O)c1c(C)oc2ccc(N(C(=O)c3ccncc3)S(=O)(=O)c3ccc(Br)cc3)cc12	100.0	-0.4

By substructure: the entries above containing a halogen (3)
SMILES	Polio RdRp inh	Polio RdRp inh FP z-score
O=C(Nc1ccccc1)N(Cc1cccs1)c1ccc(F)cc1	104.0	-0.2
O=C(NCCc1ccc(F)cc1)C(=O)NCC(c1ccc2c(c1)OCO2)N1CCOCC1 (stereo unspecified)	104.0	-0.7
COC(=O)c1c(C)oc2ccc(N(C(=O)c3ccncc3)S(=O)(=O)c3ccc(Br)cc3)cc12	100.0	-0.4

Going on with the list:
SMILES	Polio RdRp inh	Polio RdRp inh FP z-score
FC(F)(F)C1(C(F)(F)F)N=C(c2cccnc2)N(c2ccccc2)N1	103.0	0.6
COc1ccc(OC)c(CNC(=O)c2cc3c(-c4ccc(OC)c(OC)c4)nn(C)c3s2)c1	107.0	0.5
N#C/C(=C\c1ccc(N2CCOCC2)o1)C(=O)NCC1CCCO1 (stereo unspecified)	129.0	10.6
O=S(=O)(c1ccc(Br)s1)N1CCCC1c1ccc2c(c1)OCCCO2 (stereo unspecified)	103.0	-0.1
CCOC(=O)c1cnc2cc(C(F)(F)F)ccc2c1N1CCN(c2ccc(F)cc2)CC1	103.0	-0.5
c1nc2c3sc4nc(N5CCOCC5)c5c(c4c3ncn2n1)CCC5	100.0	-0.5
CCOC(OCC)P(=O)(c1ccccc1)c1ccccc1	99.0	-0.2
CCOC(=O)C1CCN(C(=O)c2ccc(C)cc2)CC1	103.0	0.3
CCCCC/C=C\C/C=C\C/C=C\CCCCCCC(=O)O	102.0&101.0	0.3&0.3
O=C(NCCO)c1ccc2nc(-c3ccco3)c(-c3ccco3)nc2c1	90.0	-4.2
CCOc1ccc(CCNC(=O)c2cc3c(=O)n(C)c4ccccc4c3n2C)cc1OCC	109.0	0.6
O=C(CC1SC(=O)NC1=O)Nc1cccc(NC(=O)CC2SC(=O)NC2=O)c1 (stereo unspecified)	99.0	-0.8
Cc1cc(Nc2ccccc2)nc2cc(O)ccc12	99.0	0
c1ccc(-c2noc(CNC3CCCCC3)n2)cc1	101.0	-1.4
N#CC(C#N)=Cc1ccc(OC(=O)c2cccs2)cc1	120.0	1.7
CCn1c2ccccc2c2nnc(SCC(=O)c3cc(C)n(-c4ccc5c(c4)OCCO5)c3C)nc21	99.0	-0.3
O=C1N=C(N2CCN(C(=O)c3cc4ccccc4oc3=O)CC2)S/C1=C\c1cccs1	100.0	-0.4
N#Cc1ccccc1/C=C/C(=O)N(CCO)CC(O)c1ccccc1 (stereo unspecified)	103.0	0.4
O=C(c1ccc2c(c1)N(Cc1ccc(Cl)cc1)C(=O)c1ccccc1S2(=O)=O)N1CCN(c2ccccn2)CC1	108.0	0.4
CCO/C=N/c1c(C#N)c2c(c(=S)n1C)COC(C)(C)C2	100.0	-0.4

An excerpt of these results, field by field:
> CCO/C=N/c1c(C#N)c2c(c(=S)n1C)COC(C)(C)C2
  Polio RdRp inh: 100.0; Polio RdRp inh FP z-score: -0.4
> N#CC(C#N)=Cc1ccc(OC(=O)c2cccs2)cc1
  Polio RdRp inh: 120.0; Polio RdRp inh FP z-score: 1.7
> O=C(CC1SC(=O)NC1=O)Nc1cccc(NC(=O)CC2SC(=O)NC2=O)c1 (stereo unspecified)
  Polio RdRp inh: 99.0; Polio RdRp inh FP z-score: -0.8

More compounds
SMILES	Polio RdRp inh	Polio RdRp inh FP z-score
O=C(N1CCCC1)N1c2ccccc2C=Cc2ccccc21	102.0	0
O=C(c1nc(-c2ccc(Cl)cc2)n2c1CCCCC2)N1CCc2ccccc21	105.0	0.6
O=C(NC1CC2CCCC(C1)N2Cc1ccccc1)C1CC1 (stereo unspecified)	101.0	-0.4
COc1cccc(NC(=O)N2CCC(CN3CCOCC3)CC2)c1	111.0	0.1
O=S(=O)(c1ccc(OC(F)(F)F)cc1)N1CCN(Cc2nnc(-c3ccco3)o2)CC1	105.0	0.3
Cc1noc2ncnc(N3CCCC(C(=O)N4CCN(c5ccccc5F)CC4)C3)c12 (stereo unspecified)	99.0	-1.3
CCc1ccc(N2C(=O)CC(Sc3ccccn3)C2=O)cc1 (stereo unspecified)	103.0	0.3
CN1C(=O)c2[nH]nc(-c3ccccc3)c2C1c1cccnc1 (stereo unspecified)	102.0	0
Cc1oc(-c2ccccc2)nc1C(=O)NC12CC3CC(CC(C3)C1)C2	101.0	-0.2
COc1ccc(Br)cc1-c1noc(C)n1	100.0	-0.8
O=c1c(-c2ccccc2)c(O)c2cccc3c4ccccc4n1c23	97.0	-1.1
Cc1ccc(C(=O)N(c2ccccn2)C(C)c2ccco2)cc1 (stereo unspecified)	102.0	0.5
O=C(CSc1nc(=O)n(Cc2ccco2)c2c1CCC2)NCc1ccc(Cl)cc1	108.0	0.4
O=C(COC(=O)C1CCCCC1)Nc1ccc(N2CCCCC2)cc1	101.0	-0.7
CCOc1ccc(NC(=O)CCS(=O)(=O)c2cc3c4c(c2)CCN4C(=O)CC3)cc1	110.0	0.2
COC(=O)C(CCCN1C(=O)c2ccccc2C1=O)(NC(C)=O)c1nn[nH]n1 (stereo unspecified)	103.0	0.2
Cc1cc(-c2ccc(C)c(S(=O)(=O)N3CCc4ccccc4C3)c2)on1	102.0	0.6
COCc1cc(C)n(CC(=O)OC)c(=O)c1C#N	101.0	-0.6
CCCCC(C(N)=O)N1C(=O)C2C3C=CC(C3)C2C1=O (stereo unspecified)	103.0	0
COc1ccc(CN(C)C(=O)/C=C/c2cn(CCC#N)c3ccccc23)cc1F	97.0	-0.4
O=C(O)Cc1nonc1NCn1nnc2ccccc21	101.0	0.2
O=C(Nc1ccc(C(=O)N2CCCCC2)cc1)C1CCCCC1	100.0	-0.5
CCn1cc2nc(SCC(=O)Nc3ccc(OC)c(Cl)c3)n(Cc3ccc(OC)cc3)c(=O)c2n1	102.0	-1
O=C(CCC1CCCCC1)NCCC12CC3CC(CC(C3)C1)C2	100.0	-0.4
COC(=O)C(CC(C)C)NC(=O)c1ccc(S(C)(=O)=O)cc1 (stereo unspecified)	104.0	0.3
Cc1ccc(-c2nc(S(=O)(=O)c3ccccc3)c(SCC(N)=O)o2)cc1	103.0	0.4
Cc1cccc(C(=O)N2CCc3cc(CNC(=O)c4ccco4)ccc32)c1	103.0	-0.9
O=C(c1ccccc1)c1cn(CCCOc2ccccc2)c2ccccc12	104.0	0.6
Cc1nc2nc(SCC(=O)NCCc3ccc(Cl)cc3)nn2c(C)c1Cc1ccccc1	105.0	-0.2
C#CCn1c(=NC(=O)CN2C(=O)CCC2=O)sc2c3ccccc3ccc21	98.0	-0.7
COc1ccc(-n2c(SCCC#N)nc3ccccc32)cc1	104.0	0.2
CC1Cc2cc(S(=O)(=O)CCC(=O)Nc3ccc(F)cc3)ccc2N1C(=O)C1CC1 (stereo unspecified)	111.0	0.6
CCc1ccc2occ(CC(=O)Nc3ccc(C(=O)OC)cc3)c2c1	101.0	-0.4
S=C=Nc1ccc(Oc2ccccc2)cc1	121.0	2.4
CC(=O)c1cccc(S(=O)(=O)NCCc2csc3nc(-c4ccc(F)cc4)nn23)c1	103.0	-0.8
CC(=O)Nc1cc(C(=O)O)ccc1S(=O)(=O)c1ccc(Cl)cc1	99.0	-0.7
CCN=C1S/C(=C/c2ccc(OCC(=O)O)c(Cl)c2)C(=O)N1CC	112.0	0.9
O=C1Cc2cc(S(=O)(=O)NCc3ccccc3Cl)ccc2N1	103.0	1.7
Cc1ccc2nc(Nc3ccc(C)c(F)c3)c3nncn3c2c1	105.0	0
O=C(CCC(=O)N1CCSc2ccccc21)N1CCN(c2ccccc2)CC1	103.0	0.6

Quoted at random: three records from the list.
SMILES	Polio RdRp inh	Polio RdRp inh FP z-score
CCN(CC)c1ccc(NC(=O)c2sc3nc4c(cc3c2N)CN(C)CC4)cc1	100.0	-0.7
c1ccc(-c2noc(CNC3CCCCC3)n2)cc1	101.0	-1.4
Cc1ccc(-c2nc(S(=O)(=O)c3ccccc3)c(SCC(N)=O)o2)cc1	103.0	0.4

Following part:
SMILES	Polio RdRp inh	Polio RdRp inh FP z-score
Cc1cc(-c2ccccc2)o[n+]1C	104.0	0.4
O=C(O)c1cccc(Cn2c(Cl)c(/C=N/NC(=O)c3ccncc3)sc2=O)c1	99.0	-0.3
Cc1c(Cl)cccc1-n1c(SCC(=O)NCC2CCCO2)nc2n[nH]c(C)c2c1=N (stereo unspecified)	102.0	0.5
CCOC(=O)C1=C(CS(=O)(=O)c2ccc(F)c(C)c2)NC(=O)NC1c1ccc(F)c(F)c1 (stereo unspecified)	105.0	-0.6
O=C(Nc1ccncc1)c1ccc2c(c1)S(=O)(=O)c1ccccc1C2=O	103.0	0.2
CCOc1ccc(CCNC(=O)c2ccc(C)c(-n3cnc4cccnc43)c2)cc1	111.0	0.7
CCCNC(=O)CN1C(=O)COc2ccc(S(=O)(=O)N3CCCC3)cc21	101.0	-1.2
COc1ccc(NC(=O)C2CCC(CNS(=O)(=O)c3cccc4nsnc34)CC2)cc1OC (stereo unspecified)	103.0	-0.7
Cc1ccc2nc(NCc3cccnc3)c(C=NCc3cccnc3)c(=O)n2c1	100.0	-0.2
Cc1cc(C)cc(N2CC(c3nc4ccccc4n3C(C)C)CC2=O)c1 (stereo unspecified)	99.0	-0.7
Cc1ccc2cc3cc(C(=O)Nc4cccc(Cl)c4)oc3nc2c1	81.0	-9.7
Cc1cccc(NC(=O)Nc2ccc(C)c(C)c2)n1	110.0	0.6
Cc1csc(=Nc2ccc(Cl)c(Cl)c2)n1CCCN1CCCC1=O	102.0	0.2
O=C(Oc1ccc2oc3c(c2c1)CCCC3)c1cccs1	101.0	-0.3
CCOC(=O)c1ccc(N2C(=O)CC(N3CCN(C/C=C/c4ccccc4)CC3)C2=O)cc1 (stereo unspecified)	102.0	0.9
COCCCNc1nc2ccc(C)cc2n2nnnc12	102.0	0
Cc1nn(-c2ccc(N3CCCC3)nn2)c(C)c1CCC(=O)Nc1ccc(F)cc1F	99.0	-1.4
CCN1CCN(C(=O)CS(=O)Cc2nc(-c3ccc(OC)cc3)oc2C)CC1 (stereo unspecified)	101.0	0
Cc1nnc(COC(=O)CNC(=O)c2ccc(C(F)(F)F)cc2)o1	103.0	0.4
CCOc1cc(/C=N\NC(=O)Cn2c(-c3nonc3N)nc3ccccc32)cc(I)c1OC	103.0	0.2
CN(C)c1ccc(CNc2ccc3c(c2)ncn3-c2ccccc2)cc1	99.0	-0.5
COC(=O)c1cn(CC(=O)Nc2ccc(S(=O)(=O)NC3=NCCCCC3)cc2)c2ccccc12	110.0	1
COC(=O)C(Cc1ccccc1)NC(=O)Nc1ccccc1OC (stereo unspecified)	99.0	0.1
COc1ccccc1N1CCN(CC(O)COc2ccc(Cl)c(C)c2)CC1 (stereo unspecified)	98.0	-2.1
Cc1ccc(-n2ncc(C(=O)NCCCN3CCCCC3)c2C2CCN(C(=O)OC(C)(C)C)CC2)c(C)c1	112.0	1.2
CCC(C1=C(O)CC(C)(C)CC1=O)C1=C(O)CC(C)(C)CC1=O	101.0	-0.1
COC(=O)C1=CN(C2CCCCC2)C=C(C(=O)OC)C1c1cccc(C)c1	100.0	0.1
CCOc1ccccc1NC(=O)Cn1ccn(-c2ccccc2)c(=O)c1=O	114.0	1.4
CCCn1c(SCc2ccc(Br)cc2)n[nH]c1=O	102.0	-0.1
N#Cc1c(Nc2ccccc2)s[nH]c1=O	115.0	1.2
O=C(c1cncc(NS(=O)(=O)c2ccc(Cl)cc2)c1)N1CCN(Cc2ccccc2)CC1	100.0	-0.4
COc1ccc(OCC(=O)N2CCN(C(=O)c3cccc(OC)c3OC)CC2)cc1	108.0	1.1
Cc1ccc(N2C(=O)c3[nH]nc(-c4ccc(Br)cc4)c3C2c2ccco2)cc1 (stereo unspecified)	104.0	1.3
Cc1ccc2[nH]c(=O)c3cc(C(=O)N(CC(C)C)CC(C)C)sc3c2c1	104.0	1
O=c1[nH]nc(-c2ccc(F)cc2)cc1Cc1ccco1	99.0	-0.7
CC(=O)NCCC(=O)Nc1c(C)cc(C)cc1C	95.0	-0.6
COc1cc(-c2cc(=O)c3cc(OCC(=O)O)ccc3o2)cc(OC)c1OC	102.0	0.2
Cc1ccc(-c2nn(-c3ccccc3)cc2C(=O)NCCN(C)C)cc1	103.0	0.2
N#Cc1ccc(CONC(=O)C23CC4CC(CC(C4)C2)C3)cc1	98.0	-0.8
Cc1ccc2c(c1)c1c(n2CC2COC(C)(C)O2)C(=O)CCC1 (stereo unspecified)	99.0	-0.2
CCCCSCCCNC(=O)c1cn(CC)c2ccc(S(=O)(=O)N(C)C3CCCCC3)cc2c1=O	102.0	-0.4
Cc1cccn2cc(-c3ccc(Cl)cc3)cc12	107.0	0.3
COC(=O)c1cc2c(cc1NC(=O)c1ccc3c(=O)n4c(nc3c1)CCCCC4)OCO2	101.0	-0.4
Cc1cc(C)cc(NC(=O)Nc2cc(-c3ccccc3)nn2C)c1	102.0	0.2
Cc1ccc(NC(=O)Cn2c(=O)n(CCC(=O)NCc3ccccc3Cl)c(=O)c3ccccc32)c(C)c1	103.0	-0.9
CCOC(=O)C1=C(CSc2nc3scc(-c4cccs4)c3c(=O)[nH]2)NC(=O)NC1C (stereo unspecified)	103.0	0.1
CCN(CC)Cc1nc2ccccc2c(=O)n1-c1ccc(F)cc1	98.0	-0.7
Cc1ccc2oc(=O)c3cc(C(=O)N4CCN(c5ccc(F)cc5)CC4)sc3c2c1	103.0	0.3
COc1ccc(NC(=O)C2CCN(S(=O)(=O)c3ccc4c(c3)CCCC(=O)N4)CC2)c(OC)c1	103.0	-1

This is a subset, so the mix of outcomes need not match the whole.
